# Bioassay records as filed in PubChem.
# APE1 inh – APE1 (human) endonuclease inhibition. Potency, µM (doses to about 65.8 µM), inactives show at the highest dose activity change, negative = inhibition, most hits filed as inhibitors. AID 2517. recombinant APE1, TAMRA/BHQ-2 abasic DNA cleavage fluorescence. P27695. 350,000 compounds, 0.35% hits;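 further: potency means the concentration at half of the fitted maximal effect; plate controls were vehicle for no effect and reference inhibitor for full effect; nearly all actives have a fitted effect of over 55% in size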
#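 Endonuclease cleavage of a quenched abasic-site DNA duplex (50 nM) by APE1 (0.75 nM) was tracked by TAMRA dequenching. Compounds were preincubated with enzyme 15 min at room temperature; data normalized to buffer-only and DMSO wells plus NSC13755 control.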
# Tb PGK inh – T. brucei PGK inhibition; P07378; PGK/GAPDH coupled, Kinase-Glo luminescence, 60 min; Potency, µM (titrated, usually from 57.5 µM), for the others: top-dose activity change, negative = inhibition, usual class: inhibitors; 380,000 compounds, 0.043% hits; AID 602233; further: potency means the concentration at half of the fitted maximal effect; on the % scale 0 is the no-effect control and ±100 the full control effect; nearly all actives have a fitted effect of over 60% in size
#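 Luminescent ATP detection (Kinase-Glo Plus) follows a 60-minute room-temperature incubation, with wells lacking PGK as controls. Buffer: 100 mM TEA (pH 7.6), 5 mM MgCl2, 0.01% Tween-20. Coupling enzyme GAPDH (100 nM final) supplies unstable 1,3-BPG in-well.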
# Pol iota inh – blocks human DNA polymerase iota activity; Q9UNA4; Pol iota fluorescent replication assay, 10 min; Potency, µM (series often up to 115 µM), inactives show at the highest dose activity, negative = inhibition, usual class: inhibitors; 390,000 compounds, 1% hits; further: potency means the concentration at half of the fitted maximal effect
#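 Pol iota at 10 nM preincubated 15 min with compounds at room temperature; reaction started with fluorescent substrate, 50 nM final. Fluorescence read kinetically at 0 and 10 min; buffer-only wells as negative control.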
# Pol kappa inh – DNA polymerase kappa (human) inhibition | Q9UBT6 | purified Pol kappa, fluorescent DNA synthesis assay, 10 min | Potency, µM (series often up to 107 µM), for inactives: at the highest dose activity, negative = inhibition, usual class: inhibitors | 400,000 compounds, 0.53% hits | AID 588579; further: potency means the concentration at half of the fitted maximal effect; on the % scale 0 is the no-effect control and ±100 the full control effect
#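 Kinetic fluorescence screen: compound preincubated 15 min RT with 10 nM enzyme; 50 nM substrate (final) initiates; reads at 0/10 min.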
# Anesthetic bind – binds horse apoferritin like a general anesthetic | apoferritin/1-aminoanthracene competitive binding, fluorescence | Potency, µM (titrated, usually from 77.5 µM), for inactives: at the highest dose activity change, negative = displacement, usual class: inhibitors | P02791 | 350,000 compounds, 0.074% hits; further: potency means the concentration at half of the fitted maximal effect; on the % scale 0 is the no-effect control and ±100 the full control effect; nearly all actives have a fitted effect of over 20% in size
#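 Probe: 1-aminoanthracene (50% saturated, PBS). Protein: horse-spleen apoferritin, 10 uM. Incubation: 10 min, room temperature. Detection: 380 nm excitation, 535 nm emission. Analysis: normalized response, four-parameter Hill.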
# BLM helicase inh – inhibitors of human Bloom syndrome helicase BLM; P54132; recombinant BLM DNA unwinding, fluorescence dequenching; Potency, µM (top dose mostly 56.1 µM), inactives show at the top dose activity change, negative = inhibition, actives largely listed as inhibitors; 350,000 compounds, 0.2% hits; AID 2528;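 further: potency means the concentration at half of the fitted maximal effect; plate controls were vehicle for no effect and no enzyme for full effect; nearly all actives have a fitted effect of over 35% in size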
# Pol beta inh – blocks human DNA polymerase beta activity; Potency, µM (highest dose often 114 µM), for the others: top-dose activity change, negative = inhibition, hits mostly inhibitors; 340,000 compounds, 1.3% hits; AID 485314; P06746; Pol beta primer extension/strand displacement, fluorescence kinetic; further: potency means the concentration at half of the fitted maximal effect; on the % scale 0 is the no-effect control and ±100 the full control effect
#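 Reaction started by 50 nM substrate onto compound-treated Pol beta (10 nM, 15 min preincubation, room temperature); plates read at 0 min and 10 min. Normalized concentration-effect data fitted by four-parameter Hill equation.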
# RXFP1 antagonist – antagonists of human relaxin receptor RXFP1 | Q9HBX9 | HEK293-RXFP1, relaxin-stimulated cAMP HTRF, 30 min; hits give low values | activity change, negative = inhibition, % at 57.5 µM | 350,000 compounds, 0.59% hits | AID 1259400;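 active means activity change of -60% or lower, but not beyond a set lower limit; inconclusive means change between -60% and -40%, or beyond the set limit; inactive means change above -40%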; further: on the % scale 0 is the no-effect control and ±100 the full control effect
# Pol eta inh – DNA polymerase eta (human) inhibition; Potency, µM (highest dose often 114 µM), for the others: top-dose activity change, negative = inhibition, actives largely listed as inhibitors; AID 588591; recombinant Pol eta, fluorescent DNA replication assay; Q9Y253; 390,000 compounds, 1.2% hits; further: potency means the concentration at half of the fitted maximal effect; on the % scale 0 is the no-effect control and ±100 the full control effect
#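 Fluorescent replication assay: 50 nM final substrate added after a 15 min room-temperature compound preincubation with 10 nM enzyme. Signal taken at 0 min and again at 10 min.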
# An asterisk follows results filed as active; i = inactive; ? = inconclusive; · = not tested or not shown; & = joins results of further samples; [ ] = dose if it differs, or a comment. Unless noted, the call rests on the fitted dose curve; in most records, active means well fitted curve in the direction sought with a large enough effect; inconclusive means small, poorly fitted or top-dose-only effect, or another doubt; inactive means no such curve, though single readings can be large; an effect the other way counts as inactive or inconclusive. These rows are one share of the data (hit frequency here may not be typical).
structure	APE1 inh	Tb PGK inh	Pol iota inh	Pol kappa inh	Anesthetic bind	BLM helicase inh	Pol beta inh	RXFP1 antagonist	Pol eta inh
CCCCC1C(C#N)=C(C)NC2=C1C(=O)CC(C)(C)C2 (stereo not drawn)	-4%	-4%	22%	-1%	485%[activator]	-2%	-1%	6	-14%
Clc1cccc(NCc2nnc(SCc3ccc(Cl)cc3Cl)o2)c1	-3%	-2%	-2%	1%	3%	-9%	-21%	-21	-18%
CC(C)NC(=O)N1CCN(c2ccncc2S(=O)(=O)N2CCCCC2)CC1	0%	9%	15%	-4%	-2%	-2%	19%	0	-15%
C#CCOCCOCCOCCNc1nc(N2CCOCC2)nc(N2CCN(C(=O)CCCCCCCCCCNC(=O)[C@@H](CCC(=O)O)n3cc(CCCCCN)nn3)CC2)n1	39%	5%	?	-16%	·	·	·	·	-7%
Cc1ccccc1N1C(S)=C(C#N)C(=O)NC1c1ccco1 (stereo not drawn)	14%	-3%	22µM*	-44%	-12%	-27%	28µM*	3	28µM*
Fc1ccc(CSc2ccc3nnc(-c4ccccn4)n3n2)cc1	-1%	i	112%[activator]	-2%	?	-3%	-26%	5	-7%
COC(=O)CN1C(=S)N(c2ccc(OC)cc2)C(=O)C1CC(=O)Nc1ccc(F)cc1 (stereo not drawn)	-3%	i	69%[activator]	7%	-15%	-1%	-20%	-22	-19%
COC(=O)c1ccc(N)c(N=CC2=C(O)CC(C)(C)CC2=O)c1	?	-1%	-11%	-17%	-13%	-1%	26%	0	-14%
CCOC(=O)CC(=O)CSc1nc2c(c(-c3cccs3)c1C#N)CCC2	-1%	6%	-20%	-10%	-19%	-2%	38%	7	-10%
COc1cccc(N2CCN(c3ncnc4c3c(-c3ccccc3)cn4-c3ccc(F)cc3)CC2)c1	·	-4%	9%	-6%[60.1 µM]	-1%	-5%	-26%	0	-21%
C[C@H]1[C@H](NC(=O)/C(=N/OC(C)(C)C(=O)O)c2csc(N)n2)C(=O)N1S(=O)(=O)O (stereo in doubt)	-4%[21 µM]	·	·	-3%[12 µM]	-2%[29.3 µM]	-9%[21.4 µM]	·	9	·
CCCn1c(C2CC(=O)N(c3cc(OC)ccc3OC)C2)nc2ccccc21 (stereo not drawn)	7%	-9%	21%	-4%	1%	-3%	1%	8	-15%
Cc1ccc(NC(=O)c2ccc(=O)n(CC(=O)Nc3ccccc3)n2)cc1	-3%	-7%	8%&1%	-16%	-8%&-7%	-2%&-2%	0%&2%	-17&1	0%&-9%
Cc1c(NC(=O)CSc2nc3ccccc3c(=O)n2C(C)C)c(=O)n(-c2ccccc2)n1C	-5%	i	9%	12%	·	·	·	-3	-4%
CC1CCCCN1S(=O)(=O)c1ccc(C(=O)Nc2nnc(-c3ccccc3Cl)o2)cc1 (stereo not drawn)	6%	-11%	-10%	2%	-13%	-1%	1%	-9	-14%

# A portion from the list above, for reference:
structure	APE1 inh	Tb PGK inh	Pol iota inh	Pol kappa inh	Anesthetic bind	BLM helicase inh	Pol beta inh	RXFP1 antagonist	Pol eta inh
CC(C)NC(=O)N1CCN(c2ccncc2S(=O)(=O)N2CCCCC2)CC1	0%	9%	15%	-4%	-2%	-2%	19%	0	-15%
C#CCOCCOCCOCCNc1nc(N2CCOCC2)nc(N2CCN(C(=O)CCCCCCCCCCNC(=O)[C@@H](CCC(=O)O)n3cc(CCCCCN)nn3)CC2)n1	39%	5%	?	-16%	·	·	·	·	-7%
Cc1ccccc1N1C(S)=C(C#N)C(=O)NC1c1ccco1 (stereo not drawn)	14%	-3%	22µM*	-44%	-12%	-27%	28µM*	3	28µM*
Fc1ccc(CSc2ccc3nnc(-c4ccccn4)n3n2)cc1	-1%	i	112%[activator]	-2%	?	-3%	-26%	5	-7%
COC(=O)CN1C(=S)N(c2ccc(OC)cc2)C(=O)C1CC(=O)Nc1ccc(F)cc1 (stereo not drawn)	-3%	i	69%[activator]	7%	-15%	-1%	-20%	-22	-19%
COC(=O)c1ccc(N)c(N=CC2=C(O)CC(C)(C)CC2=O)c1	?	-1%	-11%	-17%	-13%	-1%	26%	0	-14%
CCOC(=O)CC(=O)CSc1nc2c(c(-c3cccs3)c1C#N)CCC2	-1%	6%	-20%	-10%	-19%	-2%	38%	7	-10%
COc1cccc(N2CCN(c3ncnc4c3c(-c3ccccc3)cn4-c3ccc(F)cc3)CC2)c1	·	-4%	9%	-6%[60.1 µM]	-1%	-5%	-26%	0	-21%

# (listing goes on)
structure	APE1 inh	Tb PGK inh	Pol iota inh	Pol kappa inh	Anesthetic bind	BLM helicase inh	Pol beta inh	RXFP1 antagonist	Pol eta inh
COc1ccc(CCNC(=O)C2CC(=O)N(c3ccc(C(C)(C)C)cc3)C2)cc1OC (stereo not drawn)	3%	3%	20%	-12%	-11%	3%	3%	-6	-8%
O=C(NNC(=O)c1ccc(O)cc1O)c1ccc(-c2ccccc2)cc1	19%	i	21%	-12%	-13%	-6%	-27%	3	-18%
N#CC(c1ccccc1)c1ccc2c(C(F)(F)F)cc(C(F)(F)F)nc2n1 (stereo not drawn)	2%	-12%	8%	-10%	?	-10%	-23%	-7	7%
CCOC(=O)N1CCN(C(=O)Nc2cccc3ccccc23)CC1	10%	i	85%[activator]	-14%	-6%	-1%	36%[activator]	-1	-5%
COC(=O)c1cc(S(=O)(=O)N2CCCCC2)ccc1N1CCOCC1	20%	i	4%	-7%	·	·	·	-3	-20%
CC(C)c1ccc(-c2c(C#N)c(N)nc(SCC(=O)N3CCCCC3)c2C#N)cc1	4%	-5%	13%	-4%	-4%	-4%	25%	9	-3%
CCOC(=O)Cn1c(-c2nonc2NC(=O)c2ccccc2F)nc2ccccc21	4%	-5%	-7%	8%	-4%	-3%	1%	-26	-23%
O=C(Cn1c(N2CCN(c3ccccc3)CC2)nc2ccccc21)c1ccccc1	18%	1%	13%	0%	1%	-6%	28%	-7	-23%
NS(=O)(=O)c1ccc(CCNC(=O)C2CCCO2)cc1 (stereo not drawn)	4%	i	182%[activator]	0%	-7%	-2%	43%	4	0%
CCOP(=O)(OCC)c1nc(Cc2ccccc2)oc1NCc1ccccc1	?	i	-10%	4%	-5%	-1%	27%	-2	1%
CCN(CC(=O)Nc1c(F)cccc1F)C(=O)c1ccccn1	-1%	-1%	11%	-2%	·	·	·	8	-5%
O=C(Nc1cc(NC(=O)c2ccccc2)c(C(=O)O)cc1C(=O)O)c1ccccc1	?	·	·	?	3%&4%	-5%&-1%	·	·	·
Cc1ccccc1OCC(=O)OCC(=O)NCC1CCCCC1	8%	-2%	20%	2%	·	·	·	3	-23%
COc1ccc(CCNC(=O)c2ccc(N(C)S(=O)(=O)c3ccccc3)cc2)cc1	7%	1%	29%	-9%	4%	-10%	-12%	-7	-25%
CCOC(=O)C(NC(=O)c1ccccc1OCC)(Nc1ncccn1)C(F)(F)F (stereo not drawn)	-1%	-3%	3%	-15%	-20%	-1%	11%	0	-9%
Cc1ccc(C(=O)NCCC(=O)NCc2ccco2)cc1	24%	2%	23%	2%	-2%	-1%	15%	0	-2%
O=C(C1COc2ccccc2O1)N1CCCC1 (stereo not drawn)	1%	0%	-1%	9%	-15%	-4%	-22%	-13	-11%
Cc1ccc(-c2csc(NC(=O)/C=C/c3cccs3)n2)cc1C	-5%	-1%	24%	-5%	-1%	-9%	15%	-34	-27%
CSc1ncc(C(=O)Nc2ccccc2)cn1	2%	-1%	-20%	-4%	-4%	2%	1%	-1	2%
COc1ccccc1NC(=O)CSc1nnc(CC(=O)Nc2ccccc2)n1C	4%	-3%	-4%	5%	-8%	-2%	11%	2	-5%
Cc1cccc2cc3c(NC(=O)CC(C)C)nn(C)c3nc12	-6%	1%	5%	-19%	-10%	-1%	20%	-32	-4%
O/C(=C\Sc1nnc(Cc2ccccc2)o1)c1ccc(F)cc1	2%	·	14%	-4%	-4%	-2%	16%	15	2%
O=C(CN(C(=O)c1csnn1)c1cccc2ccccc12)NC1CCCC1	1%	-5%	72%[activator]	-8%	-14%	-5%	24%	-21	-4%
CCOc1cc(C)c(-c2onc(C(F)(F)F)c2-c2csc(C)n2)c(O)c1	-5%	i	11%	-9%	-12%	-17%	?	-84*	-12%
O=C1c2nc3cc(-c4ccccc4)[nH]n3c(=O)c2CN1Cc1ccccc1	20%	-9%	-22%	-16%	3%	-3%	2%	-2	-14%
CC(C)NC(=O)C1CCN(C(=O)N(C)C)CC1	-2%	-4%	12%	-10%[60.1 µM]	-5%	-1%	-1%	-16	3%
NCCCC[C@@H]1NC(=O)c2cc([N+](=O)[O-])cc(I)c2SC[C@@H](C(N)=O)NC(=O)[C@H](Cc2ccc(O)cc2)NC1=O	-1%	0%	-20%	-6%	8%	-7%	10%	·	-4%
CCOc1c(C#N)c(C#N)c2nc(C)cc(C)n12	2%	-7%	-6%	-7%	2%	2%	4%	-4	-7%
CC(C)CC(=O)NC(=S)N1CCN(c2ccc([N+](=O)[O-])cc2Cl)CC1	-3%	-6%	-4%	-1%[60.1 µM]	?	-4%	1%	-4	3%
COc1ccc(-n2nc(C(=O)NCC(=O)N(C)Cc3ccccc3)c3ccccc3c2=O)cc1OC	31%	-3%	34%[activator]	-11%	-7%	-5%	17%	-17	-17%
O=C(c1ccc([N+](=O)[O-])s1)N1CCN(c2ccccn2)CC1	-12%	-2%	33%[activator]	0%	-9%	-1%	?	12	-21%
CCCc1nc2c(o1)CC(CC(C)SCC)CC2=O (stereo not drawn)	9%	-5%	-10%	-2%	-22%	0%	20%	-8	-13%
CCC(C)/C(C)=N/NC(=O)c1cn(-c2ccccc2)nc1-c1ccccc1 (stereo not drawn)	1%	-3%	5%	-14%	-16%	0%	-1%	-2	-12%
